HCMV inh: inhibitors of human cytomegalovirus | activity change, negative = inhibition, % at 57.5 µM | AID 1259415 | HFF cells, HCMV-luciferase reporter, 72 h; stronger effect = lower value | 410,000 tested, 4.5% active; in the data active means activity change below about -60%; inconclusive means no clear call, values can overlap the other calls; inactive means above about -39%
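After 16 h attachment at 37C, HFF cells received test compound and HCMV-luciferase (1 PFU/cell); reporter luminescence read 72 h later, data normalized against buffer-only and known inhibitor Salinomycin.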
LmPK inh: blocks Leishmania mexicana pyruvate kinase activity; Q27686; purified LmPK, Kinase-Glo ATP luminescence, 1 h; Potency, µM (highest dose often 57.5 µM), for inactives: top-dose activity change, negative = inhibition, hits mostly inhibitors; 290,000 tested, 0.37% active; AID 1721; further: potency means the concentration at half of the fitted maximal effect
Target sequence (Q27686 whole entry, looked up): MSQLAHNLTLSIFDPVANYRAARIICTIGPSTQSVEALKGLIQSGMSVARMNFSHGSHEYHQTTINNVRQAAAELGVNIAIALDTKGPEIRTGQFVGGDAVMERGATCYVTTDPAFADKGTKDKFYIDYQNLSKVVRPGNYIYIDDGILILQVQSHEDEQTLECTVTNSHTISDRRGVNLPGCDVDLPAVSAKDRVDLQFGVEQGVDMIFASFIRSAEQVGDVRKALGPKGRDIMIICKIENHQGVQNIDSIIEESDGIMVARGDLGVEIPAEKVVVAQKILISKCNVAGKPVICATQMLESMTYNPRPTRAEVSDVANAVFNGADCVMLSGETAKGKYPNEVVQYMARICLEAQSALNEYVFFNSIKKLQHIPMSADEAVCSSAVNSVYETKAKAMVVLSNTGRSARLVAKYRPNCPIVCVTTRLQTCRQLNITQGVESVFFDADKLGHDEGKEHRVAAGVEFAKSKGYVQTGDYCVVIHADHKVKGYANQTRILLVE
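Pyruvate kinase activity monitored as ATP production (luciferase luminescence). Conditions: 0.1 nM enzyme, 0.5 mM PEP, 0.1 mM ADP, 1 h, RT; normalized against uninhibited and no-enzyme wells.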
TbPYK inhibitor: blocks Trypanosoma brucei pyruvate kinase; TbPYK enzyme, Kinase-Glo Plus ATP luminescence, 45 min; AID 624173; 410,000 tested, 0.12% active; Potency, µM (top dose mostly 76.8 µM), for inactives: at the highest dose activity, negative = inhibition, actives largely listed as inhibitors; further: potency means the concentration at half of the fitted maximal effect; nearly all actives have a fitted effect of over 50% in size
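ADP (130 uM final) triggers the TbPYK reaction after compound addition; incubation is 45 min at room temperature. Kinase-Glo Plus is then added and luminescence imaged. Normalized data are fitted to concentration-effect curves.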
AMA1 RON2 block: inhibitors of Plasmodium falciparum AMA1-RON2 interaction | AlphaScreen AMA1-biotinylated RON2 peptide binding | AID 720542 | 360,000 tested, 0.2% active | Potency, µM (top dose mostly 58.2 µM), for the others: at the highest dose activity change, negative = inhibition, usual class: inhibitors;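 further: potency means the concentration at half of the fitted maximal effect; 0% = vehicle wells and -100% = peptide control; nearly all actives have a fitted effect of over 45% in size; some results filed as inactive show a strong effect at the top dose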
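AMA1 (3D7) with his tag at 25 nM final met compounds first, then biotinylated RON2 peptide at 25 nM; detection used donor plus acceptor beads, 10 µg/mL apiece, read by AlphaScreen after 30 min at room temperature.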
AmpC inh no detg: blocks E. coli AmpC beta-lactamase in detergent-free assay. AmpC nitrocefin hydrolysis, absorbance 480 nm, 0.0001% Triton. Potency, µM (titrated, usually from 57.1 µM), for the others: top-dose activity change, negative = inhibition, hits mostly inhibitors. 330,000 tested, 0.52% active. P00811. AID 485341;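 further: potency means the concentration at half of the fitted maximal effect; plate controls were no compound for no effect and no enzyme for full effect; nearly all actives have a fitted effect of over 20% in size; some results filed as inactive show a strong effect at the top dose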
Target sequence (P00811 whole entry, looked up): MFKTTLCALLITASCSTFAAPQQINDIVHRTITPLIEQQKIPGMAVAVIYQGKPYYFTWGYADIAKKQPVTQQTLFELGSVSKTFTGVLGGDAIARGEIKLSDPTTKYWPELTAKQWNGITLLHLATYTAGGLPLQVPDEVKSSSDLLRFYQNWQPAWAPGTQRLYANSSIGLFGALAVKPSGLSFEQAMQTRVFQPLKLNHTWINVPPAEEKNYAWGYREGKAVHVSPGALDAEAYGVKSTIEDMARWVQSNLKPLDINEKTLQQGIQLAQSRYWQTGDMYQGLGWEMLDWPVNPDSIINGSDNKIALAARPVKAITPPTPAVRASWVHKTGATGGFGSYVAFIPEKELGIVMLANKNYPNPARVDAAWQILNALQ
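20 mM phosphate pH 7.0 + 0.01% (detergent screen) or 0.0001% Triton X-100; 5.3 nM AmpC reagent; cpd preinc 15 min RT; nitrocefin (800 uM stock) to start; A480 q20 s × 4 min; Activity was normalised to no-enzyme and no-compound control wells.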
HCV inhibitor: inhibitors of hepatitis C virus infection. Huh7.5.1 HCVcc-Cre infection, luciferase reporter, 44 h. Potency, µM (top dose mostly 41.8 µM), for inactives: at the highest dose activity change, negative = inhibition, usual class: inhibitors. 340,000 tested, 3.4% active. AID 651820; further: potency means the concentration at half of the fitted maximal effect
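Cells (1,000/well) were plated 4 h before compound, then infected with HCVcc-Cre virus (~0.5 moi). After 44 h further culture, infection was read as luciferase luminescence following a 15 min substrate incubation at room temperature.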
AmpC inh detg: AmpC beta-lactamase inhibition with detergent present | AID 485294 | Potency, µM (titrated, usually from 114 µM), for the others: at the top dose activity change, negative = inhibition, most hits filed as inhibitors | AmpC hydrolysis of nitrocefin, absorbance 480 nm, 0.01% Triton | 370,000 tested, 0.041% active | P00811;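 further: potency means the concentration at half of the fitted maximal effect; 0% = no-compound wells and -100% = no-enzyme wells; nearly all actives have a fitted effect of over 25% in size; some results filed as inactive show a strong effect at the top dose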
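20 mM phosphate pH 7.0 + 0.01% (detergent screen) or 0.0001% Triton X-100; 5.3 nM AmpC reagent; cpd preinc 15 min RT; nitrocefin (800 uM stock) to start; A480 q20 s × 4 min; Activity was normalised to no-enzyme and no-compound control wells.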
The depositor's hits bear a star; ? = inconclusive; · = not tested or not shown; [ ] = dose if it differs, or a comment. Unless noted, the call rests on the fitted dose curve; in most records, active means well fitted curve in the direction sought with a large enough effect; inconclusive means small, poorly fitted or top-dose-only effect, or another doubt; inactive means no such curve, though single readings can be large; an effect the other way counts as inactive or inconclusive. Unless noted, on the % scale 0 is the no-effect control and ±100 the full control effect. Not a hit list, and some 7.5% of all compounds hit somewhere here.

1) Cc1ccccc1N1CC(=O)N(c2ccccc2C)CC1=O
2) c1ccc(-c2noc(-c3ccc4ccccc4c3)n2)nc1
3) COc1ccc(C(=O)/C=C/Nc2ccc(S(=O)(=O)Nc3onc(C)c3C)cc2)cc1
4) Cc1ccc(S(=O)(=O)N(C)c2ccc(OCC(=O)N3CCCCC3)cc2)cc1
5) O=C1CC(c2cccnc2)=NN1c1ccc(Cl)cc1Cl
6) O=c1c2ccccc2nc(Cc2ccccc2)n1-c1ccccc1O
compound no.,1,2,3,4,5,6
HCMV inh,34,·,21,-3,-100*,-15
LmPK inh,2%,6.3µM*,1%,-4%,-8%,1%
TbPYK inhibitor,2%,-18%,-6%,2%,5%,-1%
AMA1 RON2 block,-27%,8%,-2%,7%,-12%,-5%
AmpC inh no detg,-11%,0%,-39%,49%,-2%,-35%
HCV inhibitor,16%,?,-1%,9%,-1%,27%
AmpC inh detg,0%,2%,-3%,-5%,2%,8%

7) COc1ccc(Cl)cc1C(=O)NNC(=O)c1cccs1
8) CC(C)CN1C(=O)C(=Nc2cccnc2)c2ccccc21
9) Cc1ccc(NC(=O)CNC(c2ccccc2)c2ccccc2)c(F)c1
10) COc1ccc(-c2nn(-c3ccccc3)cc2C(=O)Nc2cccc(S(=O)(=O)NC3=NCCC3)c2)cc1
11) CCCCCCn1c(=O)n2n(c1=O)[C@@H]1CN(S(=O)(=O)c3ccc(C)cc3)C[C@]1(O)[C@@H](OC(=O)NC1CC1)C2
12) COc1cccc(/C=N/NC(=O)CNC(=O)c2ccncc2)c1O
compound no.,7,8,9,10,11,12
HCMV inh,14,-31,-23,-11,7,-15
LmPK inh,·,11%,1%,·,·,-3%
TbPYK inhibitor,2%,0%,-4%,-2%,-5%,-5%
AMA1 RON2 block,13%,-5%,4%,-4%,4%,111%[activator]
AmpC inh no detg,-22%,-21%,-14%,79%[activator],·,-17%
HCV inhibitor,23%,-13%,8%,11µM*,·,12%
AmpC inh detg,·,4%,-5%,·,·,-7%

13) CN(C)C1(CNC(=O)C2CCN(S(=O)(=O)c3ccccc3C(F)(F)F)CC2)CCCCC1
14) O=C(Cc1cccs1)Nc1nc2c(ccc3ccccc32)s1
15) CCOc1ccc(C(=O)N(c2ccccn2)C2CCCCC2)cc1
16) COc1ccccc1NC(=O)CSc1nc2c(oc3ccccc32)c(=O)n1C
17) Cc1ccc2c3c(c(SCC(=O)Nc4nonc4C)nc2c1)CCCC3
18) CCCC(=O)N1CC(=O)Nc2ccc(C)cc2C1c1ccccc1 (stereo not drawn)
compound no.,13,14,15,16,17,18
HCMV inh,-5,63,-9,?,-35,-15
LmPK inh,-2%,-10%,8%,8%,9%,6%
TbPYK inhibitor,1%,1%,-34%,-6%,3%,-1%
AMA1 RON2 block,20%,11%,-9%,-12%,-5%,-4%
AmpC inh no detg,13%,-33%,8%,-3%,-22%,-17%
HCV inhibitor,1%,?,?,12%,?,4%
AmpC inh detg,8%,3%,-1%,5%,-10%,-11%

19) COc1ccc(CN(C2CC2)S(=O)(=O)c2ccccc2Br)cc1
20) CCc1cccc(C)c1NC(=O)C(C)Sc1nc2c(c(=O)[nH]1)CCCC2 (stereo not drawn)
21) Cc1ccc(S(=O)(=O)Nc2cccc3c2O[C@H](CN(C)Cc2ccccc2)[C@@H](C)CN([C@H](C)CO)C3=O)cc1
22) CC(C)(C)C(=O)/C=c1\[nH]c(=O)/c(=C\c2ccc(C#N)cc2)s1
23) O=C(O)c1cc(S(=O)(=O)N2CCN(c3ccccn3)CC2)ccc1Cl
24) Cc1nc(NC(=O)C(C)Oc2cccc(Cl)c2)sc1C(=O)N(C)C (stereo not drawn)
compound no.,19,20,21,22,23,24
HCMV inh,?,-2,-12,-1,5,1
LmPK inh,·,·,·,8%,0%,0%
TbPYK inhibitor,-7%,2%,-1%,-4%,-13%,-2%
AMA1 RON2 block,22%,·,12%,63%[activator],19%,-6%
AmpC inh no detg,-50%,·,276%[activator],-21%,-10%,-3%
HCV inhibitor,?,·,21%,?,26%,?
AmpC inh detg,·,3%,·,-15%,-16%,0%

Copied from above, entries 16–21
16) COc1ccccc1NC(=O)CSc1nc2c(oc3ccccc32)c(=O)n1C
17) Cc1ccc2c3c(c(SCC(=O)Nc4nonc4C)nc2c1)CCCC3
18) CCCC(=O)N1CC(=O)Nc2ccc(C)cc2C1c1ccccc1 (stereo not drawn)
19) COc1ccc(CN(C2CC2)S(=O)(=O)c2ccccc2Br)cc1
20) CCc1cccc(C)c1NC(=O)C(C)Sc1nc2c(c(=O)[nH]1)CCCC2 (stereo not drawn)
21) Cc1ccc(S(=O)(=O)Nc2cccc3c2O[C@H](CN(C)Cc2ccccc2)[C@@H](C)CN([C@H](C)CO)C3=O)cc1
compound no.,16,17,18,19,20,21
HCMV inh,?,-35,-15,?,-2,-12
LmPK inh,8%,9%,6%,·,·,·
TbPYK inhibitor,-6%,3%,-1%,-7%,2%,-1%
AMA1 RON2 block,-12%,-5%,-4%,22%,·,12%
AmpC inh no detg,-3%,-22%,-17%,-50%,·,276%[activator]
HCV inhibitor,12%,?,4%,?,·,21%
AmpC inh detg,5%,-10%,-11%,·,3%,·

Further compounds:
25) O=C(CCNC(=O)c1ccco1)Nc1ccccc1
26) C=CCNC1=C(Cl)C(=O)N(Cc2ccccc2)C1=O
27) O=c1[nH]c(CN2CC=C(c3ccccc3)CC2)nc2scc(-c3ccccc3)c12
28) COc1ccccc1OCCC(=O)NNC(=O)c1ccccc1F
29) O=C(Nc1c(-c2ccccc2)[nH][nH]c1=O)c1ccco1
30) CCc1cc2ccc(OC)cc2nc1SCC(=O)Nc1cc(C)on1
compound no.,25,26,27,28,29,30
HCMV inh,29,101,?,0,-9,-33
LmPK inh,5%,-2%,0%,·,·,6%
TbPYK inhibitor,-3%,-6%,-2%,1%,-6%,3%
AMA1 RON2 block,3%,8%,85%[activator],41%[activator],11%,10%
AmpC inh no detg,-20%,-18%,45%,-9%,·,-14%
HCV inhibitor,-51%,0%,-23%,5%,·,-15%
AmpC inh detg,?,0%,-7%,-9%,·,?

31) O=C(/C=C\Nc1ccc2c(c1)OCO2)c1ccc(Cl)s1
32) O=C(NCc1ccccn1)c1cccc(S(=O)(=O)N2CCCCC2)c1
33) COc1cc(OC)cc(-c2cn[nH]c2N)c1
34) CCCN1C(=O)c2cc(C(=O)O)ccc2C1O (stereo not drawn)
35) CN(Cc1ccccc1)c1ccc(S(=O)(=O)N2CCOCC2)cn1
36) COc1cccc2sc(N3CCN(C(=O)CS(=O)(=O)c4ccc(Cl)cc4)CC3)nc12
compound no.,31,32,33,34,35,36
HCMV inh,70,-4,?,6,-13,-35
LmPK inh,-11%,·,9%,6%,-12%,·
TbPYK inhibitor,2%,-3%,1%,-2%,-1%,0%
AMA1 RON2 block,-25%,1%,34%[activator],-5%,-3%,·
AmpC inh no detg,-6%[11.4 µM],-8%,-22%,-1%,22%,·
HCV inhibitor,2%,2%,-4%,-6%,-15%,·
AmpC inh detg,-14%,-6%,5%,?,-2%,-7%

37) CCS(=O)(=O)Nc1cccc(C2=NN(S(=O)(=O)c3ccc(F)cc3)C(c3cccs3)C2)c1 (stereo not drawn)
38) CC(CN1CCCCC1)OC(=O)C1c2ccccc2Oc2ccccc21 (stereo not drawn)
39) O=S(=O)(c1ccccc1)c1nc(-c2ccco2)oc1NCc1ccco1
40) C[n+]1cc[nH]c1SCC(=O)c1ccc(Cl)cc1
41) Cc1nn(C)c(Oc2cccc(Cl)c2)c1C#N
42) O=C(NCCCN1CCCC1)c1ccc2c(c1)N(Cc1cccc(Cl)c1)C(=O)c1ccccc1S2=O (stereo not drawn)
compound no.,37,38,39,40,41,42
HCMV inh,-30,26,-15,35,-11,-31
LmPK inh,0%,0%,5%,?,9%,4%
TbPYK inhibitor,2%,0%,-6%,-14%,-27%,-1%
AMA1 RON2 block,0%,7%,4%,?,21%,-7%
AmpC inh no detg,-9%,19%,-42%,-17%,-2%,137%[activator]
HCV inhibitor,-4%,10%,-8%,10%,-16%,?
AmpC inh detg,?,2%,?,-2%,-11%,-18%

43) Cc1nc2sc(C(c3ccco3)N3CCN(c4ccc(F)cc4)CC3)c(O)n2n1 (stereo not drawn)
44) CCOc1ccccc1CNc1ccc2cc(S(=O)(=O)N3CCC(C)CC3)ccc2n1
45) O=Cc1cccn1-c1ccc2ccccc2c1
46) COc1ccc(C(=S)N2CCN(c3ccccc3Cl)CC2)cc1OC
47) O=C(OCC(=O)N1CCc2ccccc21)C1CCCN1S(=O)(=O)c1ccc(Cl)cc1 (stereo not drawn)
48) O=C(CC12CC3CC(CC(C3)C1)C2)NCC(=O)OCc1cc(=O)oc2ccc3ccccc3c12
compound no.,43,44,45,46,47,48
HCMV inh,?,0,?,-31,9,48
LmPK inh,2%,·,-4%,5%,·,3%
TbPYK inhibitor,-5%,-2%,-2%,-25%,-2%,-5%
AMA1 RON2 block,3%,·,-1%,-20%,-12%,-18%
AmpC inh no detg,45%,·,3%[2.29 µM],89%[activator],-31%,-16%
HCV inhibitor,17%,·,0%,?,7%,-6%
AmpC inh detg,3%,-7%,0%,-2%,-7%,-10%

49) Cn1c(=O)c2c(-c3ccccc3)n(-c3ccc(N)cc3)cc2n(C)c1=O
50) Cc1ccccc1-n1c(C)nnc1SCc1nc2ccccc2s1
51) COc1ccccc1C(C#N)c1cccc(Cl)n1 (stereo not drawn)
52) CC(C)NS(=O)(=O)c1ccc2nc(NC(=O)c3cncc(Br)c3)sc2c1
53) O=C(N/N=C1/CN2CCC1CC2)c1cccc(O)c1
54) CC(=O)n1cc(CO)c2ccccc21
55) CC(C)c1ccccc1OCCCN1CCCC1
compound no.,49,50,51,52,53,54,55
HCMV inh,-13,62,·,-8,6,15,-2
LmPK inh,·,-3%,-2%,·,-3%,-3%,3%
TbPYK inhibitor,4%,0%,-10%,6%,3%,6%,1%
AMA1 RON2 block,28%,0%,5%,·,2%,8%,11%
AmpC inh no detg,·,-19%,-25%,·,-15%,-16%,58%
HCV inhibitor,·,19%,0%,·,14%,12%,12%
AmpC inh detg,·,?,1%,-8%,-9%,-8%,-10%

Entries listed so far that have bromine:
19) COc1ccc(CN(C2CC2)S(=O)(=O)c2ccccc2Br)cc1
52) CC(C)NS(=O)(=O)c1ccc2nc(NC(=O)c3cncc(Br)c3)sc2c1
compound no.,19,52
HCMV inh,?,-8
LmPK inh,·,·
TbPYK inhibitor,-7%,6%
AMA1 RON2 block,22%,·
AmpC inh no detg,-50%,·
HCV inhibitor,?,·
AmpC inh detg,·,-8%

Bioassay records (PubChem BioAssay)
